OPRM1-OPRD1 ag = agonists of OPRM1-OPRD1 heterodimerization, primary screen, cell-based, luminescence | AID 504326, 2011 | Mu-type opioid receptor (Homo sapiens) + Delta-type opioid receptor (Homo sapiens), … | activation, % at 9.3 µM | 340,000 compounds, 0.3% hits | cells; in the data active = activation above about 18%;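 also: 0% = vehicle-treated cells and 100% = reference agonist; values of inactives mirror those of a sister screen read the other way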
AddAB inh = growth inhibition of E. coli expressing H. pylori AddAB, primary screen, AddAB inhibitor project, absorbance | 330,000 compounds, 0.29% hits | inhibition, % at 11.9 µM; in the data active = inhibition above about 12%;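 also: 0% = vehicle wells of infected cells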
HTR5A inv ag = HTR5A inverse agonists in luminescence cell assay, primary screen, counter-screen for OPRM1-OPRD1 heterodimer inverse agonist project, full-deck HTS. HTR5A cell line, inverse agonism. inhibition, % at 9.3 µM. 340,000 compounds, 0.083% hits; in the data active = inhibition mostly above about 23%, no sharp cut-off; inactive = mostly below about 18%;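 also: 0% = cells with DMSO and 100% = no-cell wells with DMSO; some compounds called inactive have numbers as strong as hits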
HTR5A ag ctr = HTR5A agonists in luminescence cell assay, primary screen, counter-screen for OPRM1-OPRD1 heterodimer agonist project, full-deck HTS. 5-hydroxytryptamine receptor 5A (Homo sapiens), P47898. cell-based. 340,000 compounds, 0.61% hits. activation, % at 9.3 µM; in the data active = activation mostly above about 9.5%, no sharp cut-off; inactive = mostly below about 7.6%;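 also: 0% = cells with vehicle only and 100% = reference agonist; strong numbers were not always called active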
phage Ecoli inh = growth loss of phage-infected E. coli, primary screen, RecBCD inhibitor project, absorbance, with phage, HTS | inhibition, % at 11.9 µM | 360,000 compounds, 0.26% hits | AID 651602, 2012; in the data active = inhibition above about 11%
Mot1-301 SUMO = yeast Mot1-301 growth rescue at high temperature, primary screen, SUMOylation pathway inhibitor project, S. cerevisiae, ATP luminescence, 38.5C; S. cerevisiae Mot1-301 growth rescue; percent above DMSO median, 100 means doubled; growth rescue, % at 18.8 µM; 320,000 compounds, 1% hits;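 active = every valid replicate shows activation above 250% relative to neutral control wells; inactive = the rest, any valid replicate at or below 250%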;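 also: OY570 slx delta 5 strain wells were the positive control but not used for scaling; some compounds called inactive have numbers as strong as hits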
Ecoli viability = E. coli V3065 growth inhibition, primary screen, counter-screen for AddAB inhibitor project, absorbance, OD600; 18 h; inhibition, % at 11.9 µM; 330,000 compounds, 0.27% hits;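 active = inhibition above the campaign's mean inhibition across all tested compounds plus 3 SD, cut at about 9.9% in these data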;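 also: uninfected addAB+ strain grown without phage in ampicillin broth; 0% = DMSO wells and 100% = ciprofloxacin 0.95 µg/ml wells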
PKA-R1A activ = activators of PKA-R1A holoenzyme, primary screen, biochemical, fluorescence polarization, Cy5-IP20, bovine R1A, mouse PKAc. cAMP-dependent protein kinase type I-alpha regulatory subunit (Bos taurus) + …. PKA-R1A dissociation; scaled: DMSO 0%, 113 µM cGMP 100%. activation, % at 11.4 µM. 340,000 compounds, 0.083% hits. AID 504707, 2011;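 active = percent activation above the mean of all tested compounds plus 3 SD, cut at about 19% in these data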;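 also: higher means more PKAc released from R1A so a rise in polarization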
DSG3 Ab inh = inhibitors of pemphigus antibody binding to DSG3, primary screen, biochemical, bead-based, flow cytometry, scFv-GFP | 310,000 compounds, 0.48% hits | DSG3-coupled beads, scFv-anti-DSG3-GFP binding; hits give low values | AID 588358, 2011 | binding (percent of control), % at 10 µM | Desmoglein-3 (Homo sapiens), P32926;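 active = binding more than 3 SD below its plate's average and above zero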;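 also: hits lower antibody fragment binding to DSG3; some compounds called inactive have numbers as strong as hits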
Target sequence (P32926 whole entry, looked up, the tested form may be a part): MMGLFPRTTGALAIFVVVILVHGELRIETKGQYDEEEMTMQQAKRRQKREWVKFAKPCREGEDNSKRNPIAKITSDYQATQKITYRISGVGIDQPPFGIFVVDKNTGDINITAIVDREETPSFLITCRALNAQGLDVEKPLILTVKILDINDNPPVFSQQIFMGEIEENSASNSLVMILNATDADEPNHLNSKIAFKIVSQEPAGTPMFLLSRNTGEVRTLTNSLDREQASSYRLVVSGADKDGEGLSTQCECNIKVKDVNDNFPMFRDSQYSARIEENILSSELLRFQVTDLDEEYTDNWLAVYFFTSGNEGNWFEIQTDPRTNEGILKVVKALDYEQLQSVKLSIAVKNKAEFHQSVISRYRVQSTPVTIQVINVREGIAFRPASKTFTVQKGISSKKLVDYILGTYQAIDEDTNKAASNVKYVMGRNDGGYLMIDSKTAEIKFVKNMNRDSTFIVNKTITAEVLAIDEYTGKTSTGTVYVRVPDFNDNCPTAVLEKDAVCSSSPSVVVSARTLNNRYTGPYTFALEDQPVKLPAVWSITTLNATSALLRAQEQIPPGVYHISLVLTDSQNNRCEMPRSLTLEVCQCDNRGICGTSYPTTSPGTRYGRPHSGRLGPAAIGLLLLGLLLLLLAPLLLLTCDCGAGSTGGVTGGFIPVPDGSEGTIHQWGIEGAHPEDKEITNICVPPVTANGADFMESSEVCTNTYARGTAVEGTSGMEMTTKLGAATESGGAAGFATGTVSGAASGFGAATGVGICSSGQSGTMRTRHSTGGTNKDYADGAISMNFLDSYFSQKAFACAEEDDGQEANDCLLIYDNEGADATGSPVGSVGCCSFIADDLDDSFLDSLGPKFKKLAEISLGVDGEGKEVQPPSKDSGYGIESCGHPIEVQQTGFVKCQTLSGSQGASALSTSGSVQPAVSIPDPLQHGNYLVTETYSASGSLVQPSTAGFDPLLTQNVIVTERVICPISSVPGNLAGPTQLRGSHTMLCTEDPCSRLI
MOR-DOR inv ag = inverse agonists of MOR-DOR heterodimerization, primary screen, cell-based, luminescence; Mu-type opioid receptor (Homo sapiens) + Delta-type opioid receptor (Homo sapiens), …; cell-based MOR-DOR heterodimer luminescence, inverse agonism; inhibition, % at 9.3 µM; 340,000 compounds, 0.21% hits; in the data active = inhibition above about 22%, passing the limit was not always enough;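 also: 0% = cells with DMSO and 100% = wells without cells with DMSO; values of inactives mirror those of a sister screen read the other way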
PfHsp90 yeast 2 = growth inhibition of PfHsp90-expressing yeast, primary screen, antimalarial PfHsp90 inhibitor project, S. cerevisiae, BacTiter-Glo luminescence, single point, set 2 | BacTiter-Glo ATP, 48 h; yeast lacking PDR1 and PDR3 efflux regulators | inhibition, % at 9.4 µM | 310,000 compounds, 0.32% hits;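 active = every replicate shows inhibition above about 80%, whatever the replicate mean, limit read from the data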;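 also: 0% = DMSO neutral controls and 100% = 20 µM radicicol positive controls; yeast relying on Plasmodium falciparum Hsp90 in place of its own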
* = called active by the depositor; i = inactive; . = not tested or not shown.

Start of the data: the first two compounds, to show the layout:
The line under a structure holds: OPRM1-OPRD1 ag | AddAB inh | HTR5A inv ag | HTR5A ag ctr | phage Ecoli inh | Mot1-301 SUMO | Ecoli viability | PKA-R1A activ | DSG3 Ab inh | MOR-DOR inv ag | PfHsp90 yeast 2
O=C(COc1ccc(Br)cc1)N(CCO)CCO
    -0.4 | -1.9 | 15.5 | -4.4 | 0.8 | -15.6 | -1.9 | 1.7 | 111.3 | 2.1 | .
Cn1c(=S)[nH]c2[nH]c(=O)cnc2c1=O
    -0.2 | -0.3 | -3.5 | -1.8 | 3.0 | -6.8 | -0.9 | -6.0 | 98.2 | 1.3 | -6.4

All compounds of this part (from the top)
The line under a structure holds: OPRM1-OPRD1 ag | AddAB inh | HTR5A inv ag | HTR5A ag ctr | phage Ecoli inh | Mot1-301 SUMO | Ecoli viability | PKA-R1A activ | DSG3 Ab inh | MOR-DOR inv ag | PfHsp90 yeast 2
O=C(COc1ccc(Br)cc1)N(CCO)CCO
    -0.4 | -1.9 | 15.5 | -4.4 | 0.8 | -15.6 | -1.9 | 1.7 | 111.3 | 2.1 | .
Cn1c(=S)[nH]c2[nH]c(=O)cnc2c1=O
    -0.2 | -0.3 | -3.5 | -1.8 | 3.0 | -6.8 | -0.9 | -6.0 | 98.2 | 1.3 | -6.4
COc1ccc(-c2cccc(-c3cc(=O)oc4cc5c(cc34)OCO5)c2)cc1
    -1.7 | -0.9 | 12.8 | -3.7 | 1.5 | . | -0.4 | 4.0 | 96.6 | 8.6 | -6.6
Cc1c(Nc2nc3ccccc3nc2NS(=O)(=O)c2cccc(Cl)c2)c(=O)n(-c2ccccc2)n1C
    -0.6 | 3.2 | -5.1 | -0.4 | 3.1 | -25.3 | -1.6 | -14.0 | 91.0 | 3.8 | -17.1
COc1ccc(C(=O)COC(=O)c2ccc3ccccc3n2)cc1
    -2.3 | 0.7 | 30.7 | 2.2 | 2.0 | . | 0.2 | 0.3 | 98.0 | 10.3 | -40.0
CCN(CCCNC(=O)C1CCC(=O)N1Cc1ccccc1Cl)c1cccc(C)c1 (stereo unspecified)
    0.4 | -1.1 | -26.8 | -4.9 | 3.1 | -2.1 | -0.2 | -2.9 | 78.4* | -2.2 | 28.9
COC(=O)NCC(C)OC(=O)Nc1cccc(Cl)c1 (stereo unspecified)
    -1.9 | 0.4 | -11.3 | 12.1 | 0.6 | 130.5 | 0.0 | -12.7 | 103.5 | 8.7 | 7.0
COc1ccc(C2C=C(c3ccc(F)cc3)NC(=S)N2)cc1OC (stereo unspecified)
    0.8 | -0.2 | -0.2 | 0.1 | 3.6 | -0.4 | -0.6 | 4.6 | 87.9 | -5.8 | .
COC(=O)c1ccc(CSc2nc3c(cnn3-c3ccc(Cl)cc3)c(=O)[nH]2)o1
    2.1 | . | 9.5 | -4.1 | 2.0 | . | . | -6.7 | 101.3 | -12.4 | 4.6
O=C(CSc1nccc(=O)[nH]1)NC1CCCCCCC1
    -0.3 | 1.5 | -1.6 | 0.7 | 0.6 | -4.1 | 1.5 | -0.8 | 105.2 | 1.5 | -6.9
Cc1ccc(S(=O)(=O)c2nc(-c3ccccc3)oc2NCCCN2CCOCC2)cc1
    1.6 | . | -5.7 | 2.1 | 3.5 | . | . | -4.6 | 96.3 | -11.7 | -17.6
O=C1C(=O)N(CCN2CCCCC2)c2ccccc21
    -12.6 | -1.7 | 25.1 | -4.9 | 1.0 | 1.0 | 0.5 | -3.4 | 100.5 | 71.9* | 6.9
O=C(/C=C/c1ccco1)Nc1cccc(C(=O)Nc2ccccc2C(=O)O)c1
    -1.1 | 0.5 | -9.3 | 3.4 | 4.8 | -4.5 | 0.4 | 8.3 | 100.6 | 5.7 | 5.3
COc1ccc(S(=O)(=O)N2CCCCCC2)cc1C(=O)N(C)Cc1ccc(OC)c(OC)c1OC
    -1.0 | 1.4 | -20.1 | 7.3 | 1.7 | -1.8 | -1.0 | 9.0 | 101.5 | 6.5 | .
CC1CC(C)CN(CCCNC(=O)Cn2cccc2C(=O)c2ccccc2)C1 (stereo unspecified)
    0.3 | 2.0 | -0.9 | 0.2 | 0.8 | -5.1 | -0.1 | -2.3 | 110.7 | -1.8 | 11.7
O=C(Nc1ccc2oc(-c3ccncc3)nc2c1)c1ccc(F)cc1
    1.3 | 0.3 | -2.4 | 0.8 | 0.1 | -1.6 | 1.0 | -5.8 | 106.1 | -6.8 | -6.2
CCc1cccc(NC(=O)C2CCN(S(=O)(=O)c3cccs3)CC2)c1
    0.8 | 3.0 | -10.6 | 11.6 | 4.9 | 5.1 | -0.2 | -3.1 | 104.8 | -4.3 | 14.1
O=C(CN1CCN(c2ccccc2O)CC1)NCCCc1ccccc1
    -0.6 | 0.9 | 1.9 | -0.7 | 1.1 | 96.2 | -0.2 | 4.7 | 98.7 | 3.0 | 8.5
COc1cc2c(cc1OC)C(C)N(S(=O)(=O)c1ccc(C)cc1)CC2 (stereo unspecified)
    -3.5 | 2.2 | -20.1 | 5.3 | 2.4 | -7.5 | 2.6 | 6.8 | 96.0 | 15.5 | 14.6
COc1cc2c(cc1OC)C(c1ccc([N+](=O)[O-])cc1)NC(=O)C2 (stereo unspecified)
    0.9 | 2.7 | -5.7 | -4.2 | 2.2 | -8.6 | 2.5 | -1.3 | 114.6 | -4.8 | 1.2
Cc1ccccc1C(=O)Nc1ccc(N2CCCCCC2)cc1
    2.8 | 1.3 | 15.1 | -5.6 | 3.4 | 21.6 | 4.8 | -10.6 | 101.0 | -14.2 | -46.5
CN(Cc1cnccn1)C(=O)CC1C(=O)NCCN1Cc1cccc(Oc2ccccc2)c1 (stereo unspecified)
    -3.6 | -0.5 | -1.7 | -1.5 | -0.8 | 8.2 | -0.3 | 14.7 | 84.2 | 18.5 | -6.0
CCCCNC(=S)NC(=O)c1ccccc1Br
    1.6 | -0.4 | -11.7 | 1.2 | 4.0 | 10.0 | -1.4 | 9.0 | 88.8 | -8.5 | 13.9
CC1CN(C(=O)c2cc3cc(Cl)cc(Cl)c3oc2=O)CC(C)O1 (stereo unspecified)
    0.8 | 1.2 | -11.1 | 5.1 | 1.6 | -11.3 | -0.9 | -6.0 | . | -4.5 | -4.9
C=CCn1c(=O)c2ccccc2n2c(SC(C)C(N)=O)nnc12 (stereo unspecified)
    -3.3 | 0.5 | -8.2 | 2.3 | 2.0 | -4.7 | 0.6 | -0.5 | 111.5 | 14.9 | -25.1
Cn1nnnc1SCC(=O)Nc1ncc(C(F)(F)F)cc1Cl
    -2.6 | 1.3 | 0.8 | -0.2 | 2.7 | -16.9 | -1.6 | 1.6 | 94.9 | 13.5 | .
Cc1cc(C(=O)CSc2nc3ccccc3[nH]2)c(C)n1CC1CCCO1 (stereo unspecified)
    17.9 | -2.9 | -21.3 | 13.5* | 0.1 | -4.7 | -0.4 | -3.6 | 99.3 | -102.0 | .
OCC1OC(Oc2c[nH]c3ccccc23)C(O)C(O)C1O (stereo unspecified)
    -10.7 | -4.0 | -3.3 | 0.9 | 4.1 | i | -2.2 | -1.0 | 106.5 | 57.9* | 28.2
O=S(=O)(NCCC1=CCCCC1)c1cccc(Br)c1
    7.2 | 2.1 | 15.1 | -5.5 | 2.8 | 29.4 | 2.2 | 0.4 | 98.8 | -46.0 | .
COC(=O)C1=CN(CC2CCCO2)C=C(C(=O)OC)C1c1cc(OC)c(OC)c(OC)c1 (stereo unspecified)
    -2.9 | -0.2 | -7.4 | -2.0 | 0.5 | 9.7 | 0.5 | -3.9 | 95.7 | 14.9 | .
CC(CN1CCOCC1)OC(=O)c1cccc(Br)c1 (stereo unspecified)
    -1.0 | 1.3 | -3.6 | 8.5 | 1.6 | 0.0 | -0.5 | -12.0 | 115.8 | 4.5 | 22.7
CCCOc1ccc(-c2c(=O)n(OCc3ccc([N+](=O)[O-])cc3)c3ccccc3[n+]2[O-])cc1
    -0.6 | 3.9 | 2.3 | 2.0 | 1.9 | -4.7 | 0.9 | -16.1 | 89.0 | 3.4 | 3.7
O=C(Nc1ccn(Cc2ccc(Cl)cc2)n1)c1ccccc1
    -3.2 | 2.5 | 8.5 | 4.3 | 5.2 | 87.0 | 2.4 | -1.7 | . | 14.7 | 1.4
CCCCc1cc2c(c(NC(=O)CC)n1)c(=O)oc1ccccc12
    -0.9 | . | 1.2 | -2.6 | 1.0 | . | . | 5.6 | 118.2 | 5.6 | -21.3
CC(C)(C)OC(=O)N1CCC(C(=O)N[C@@H](Cc2ccccc2)C(=O)O)(c2ccccc2)CC1
    0.1 | 1.3 | -0.9 | 0.4 | 3.6 | 28.9 | -0.6 | -4.1 | 113.0 | -0.5 | 10.1
O=C(C/C=N/OCc1ccc(Cl)cc1)c1cnc(-c2ccccc2)s1
    0.1 | 3.5 | -8.1 | 0.3 | 3.2 | 306.3 | 0.8 | 2.9 | 110.7 | -0.2 | -15.9
CCc1nc2ccccc2n1CC(O)COc1ccc(NC(C)=O)cc1 (stereo unspecified)
    -2.7 | -0.5 | 7.7 | 1.0 | 1.7 | -5.3 | -0.7 | -8.1 | 97.1 | 14.3 | -6.3
Cn1nc(C(C)(C)C)c([N+](=O)[O-])c1C(=O)Nc1ccc(Br)cc1
    3.6 | 1.8 | -35.7 | 11.1 | 1.2 | 9.7 | 2.1 | -3.8 | 103.4 | -19.0 | -0.2
COc1ccc(C(=O)N=c2sc3c(C)ccc(OC)c3n2C)cc1OC
    -1.6 | -3.6 | -16.2 | 9.4 | 1.8 | -2.6 | -4.3 | 1.9 | 90.8 | 7.9 | 26.5
Cc1ccc2[nH]c(=O)c(N3CCOCC3)c(-c3ccccc3)c2c1
    3.4 | 2.3 | -12.8 | -0.8 | 4.9 | 6.5 | 1.0 | -10.0 | 93.9 | -19.3 | .
CCC(C)n1c(=O)c(C(=O)Nc2ccccc2S(N)(=O)=O)c(O)c2ccccc21 (stereo unspecified)
    4.2 | 4.3 | 7.6 | 9.0* | 8.4 | 14.9 | 5.5 | 11.8 | 100.2 | -25.2 | -12.2
CC(/C=C/c1ccco1)=N/NC(=O)CNc1ccccc1C
    -3.9 | 1.7 | 12.9 | -1.9 | 1.0 | -3.0 | -0.4 | -3.6 | 87.3 | 19.7 | -3.5
CN1CCN(C(=O)CSc2cc(=O)n(C)c3ccccc23)CC1
    -1.1 | 1.7 | -14.1 | -2.7 | 2.8 | 20.5 | 0.9 | -5.6 | 98.2 | 7.8 | 2.8
